# Assay outcomes: PubChem, The Scripps Research Institute Molecular Screening Center
# MITF primary: MITF inhibitors, primary screen, biochemical, AlphaScreen, human; inhibition, % at 2.6 µM; Microphthalmia-associated transcription factor (Homo sapiens), O75030; AlphaScreen MITF homodimerization, bead proximity signal; hit rate 0.91% among 650,000; in the data active means inhibition above about 50%;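 further: 0% = vehicle wells with protein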
# Target sequence (O75030 whole entry, looked up): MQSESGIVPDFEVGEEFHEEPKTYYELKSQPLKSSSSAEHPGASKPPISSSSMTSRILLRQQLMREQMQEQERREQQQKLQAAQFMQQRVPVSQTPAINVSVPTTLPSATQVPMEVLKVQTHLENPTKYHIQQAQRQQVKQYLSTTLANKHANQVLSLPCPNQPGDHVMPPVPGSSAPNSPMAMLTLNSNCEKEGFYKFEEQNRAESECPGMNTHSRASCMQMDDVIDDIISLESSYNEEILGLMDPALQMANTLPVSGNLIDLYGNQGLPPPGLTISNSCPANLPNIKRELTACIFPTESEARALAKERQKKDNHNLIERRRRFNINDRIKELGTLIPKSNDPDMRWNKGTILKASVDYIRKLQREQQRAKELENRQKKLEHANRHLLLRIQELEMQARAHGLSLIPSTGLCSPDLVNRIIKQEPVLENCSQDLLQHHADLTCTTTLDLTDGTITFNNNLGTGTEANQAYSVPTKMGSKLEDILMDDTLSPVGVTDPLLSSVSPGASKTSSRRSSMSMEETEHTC
# GPR151 activ: activators of human GPR151, primary screen, cell-based, PathHunter beta-arrestin, luminescence; PathHunter beta-arrestin GPR151 cells; activation, % at 11.2 µM; hit rate 1% among 650,000; in the data active means activation above about 4.9%;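 further: 0% = median of compound wells and 100% = cells with positive control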
# Target sequence (Q8TDV0 whole entry, looked up): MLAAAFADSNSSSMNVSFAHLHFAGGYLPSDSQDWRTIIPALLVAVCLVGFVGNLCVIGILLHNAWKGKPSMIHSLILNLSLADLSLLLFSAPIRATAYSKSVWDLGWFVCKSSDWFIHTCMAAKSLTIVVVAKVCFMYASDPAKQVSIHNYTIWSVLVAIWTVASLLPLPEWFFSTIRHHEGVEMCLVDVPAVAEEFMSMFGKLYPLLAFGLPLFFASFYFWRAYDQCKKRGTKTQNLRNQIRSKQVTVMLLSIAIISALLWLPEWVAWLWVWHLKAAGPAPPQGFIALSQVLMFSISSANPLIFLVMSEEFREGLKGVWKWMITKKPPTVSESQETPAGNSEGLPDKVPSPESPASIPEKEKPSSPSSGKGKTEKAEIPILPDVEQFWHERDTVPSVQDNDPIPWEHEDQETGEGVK
# TEAD-YAP block: TEAD-YAP interaction inhibition, primary screen, TEAD-YAP interaction inhibitor project, luminescence, HEK-TIYL cells; TEAD-Gal4/YAP UAS-luciferase luminescence; inhibition, % at 9.12 µM; hit rate 1.4% among 640,000; in the data active means inhibition above about 32%;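 further: 0% = median of test compound wells and 100% = reference inhibitor wells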
# FBW7 act: FBW7 E3 ligase activators, primary screen, biochemical, AlphaScreen, human; AlphaScreen FBW7–phospho-cyclin E peptide binding, activator screen; normalized activity (activation), % at 26.1 µM; hit rate 0.13% among 650,000; in the data active means normalized activity above about 1.9%;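 further: purified mutant Fbw7 with reduced substrate affinity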
# * hit, by the source's call; & = joins results of further samples.
SMILES,MITF primary,GPR151 activ,TEAD-YAP block,FBW7 act
COc1ccc(/C=C/C(=O)NCCOc2ccccc2OC)cc1,5,0.4,7,0.0
COC(=O)c1ccccc1Oc1ccc(NS(=O)(=O)c2ccccc2)cc1,-2,2.1,-5,-0.1
CC(C)c1ccccc1NC(=O)COc1ccc(Cl)cc1Cl,19,-0.7,2,0.1
CCCCN1C(=O)/C(=C/c2c(NCCC)nc3c(C)cccn3c2=O)SC1=S,12,-1.1,-6,-0.3
O=C(N/N=C/c1ccc(F)cc1)c1cccc2ccccc12,3,0.4,8,-0.1
CCOc1ccc(NC(=O)Cc2cccc3ccccc23)cc1,11,1.4,6,1.0
COc1ccc(C(=O)N(CCCn2ccnc2)c2nc3ccc(C)cc3s2)cc1OC,15,2.8,6,-0.1
Cc1ccccc1CN1CCN(Cc2ccco2)CC1,72*,0.0,-10,-0.1
COc1ccc2cc(-c3[nH]ncc3CN(C)Cc3nc(-c4cccnc4)no3)ccc2c1,-7,-0.2,0,-0.1
O=C(NCC1Cc2c(F)ccc(-c3ncccn3)c2O1)c1cnn(-c2ccccc2)c1 (stereo unspecified),-24,0.2,-9,0.0
COc1ccc(NC(=O)C2CC23CCN(C(=O)COc2ccc(C)cc2)CC3)cc1Cl (stereo unspecified),-10,1.8,3,0.1
O=C(NCC1CCC2(CCN(C(=O)c3ccncc3)CC2)O1)C1CCCCC1 (stereo unspecified),13,2.5,2,0.0
CCOc1ccc(-c2nnc3ccc(SCC(=O)N4CCCCC4)nn23)cc1,-11,-0.4,-1,0.0
COc1cccc(-c2nnc(-c3cc4cccc(OC)c4oc3=O)o2)c1,13,2.2,-3,0.2
Nc1cc(N)nc(SCc2cccc(C(F)(F)F)c2)n1,-4,0.4,-5,-0.3
CNS(=O)(=O)c1ccc(Cl)c(C(F)(F)F)c1,4,-1.2,0,0.6
O=C1NC(=O)C(=Cc2ccc(OCc3ccc(C(=O)O)cc3)cc2)C(=O)N1,6,-6.1,-13,-0.2
Cc1nc2ccccc2c(=O)n1NC(=O)c1ccc(C(C)(C)C)cc1,1,-0.8,-3,0.1
O=[N+]([O-])c1ccc(NCc2ccc3c(c2)OCO3)cc1,17,0.5,-8,0.5
O=C(O)c1ccccc1N1C(=O)c2ccc(Br)cc2C1=O,-1,2.4,-4,0.2

# The final 4 entries of the section above are carried over, then new ones follow:
SMILES,MITF primary,GPR151 activ,TEAD-YAP block,FBW7 act
O=C1NC(=O)C(=Cc2ccc(OCc3ccc(C(=O)O)cc3)cc2)C(=O)N1,6,-6.1,-13,-0.2
Cc1nc2ccccc2c(=O)n1NC(=O)c1ccc(C(C)(C)C)cc1,1,-0.8,-3,0.1
O=[N+]([O-])c1ccc(NCc2ccc3c(c2)OCO3)cc1,17,0.5,-8,0.5
O=C(O)c1ccccc1N1C(=O)c2ccc(Br)cc2C1=O,-1,2.4,-4,0.2
Cc1cccc(C)c1OCC(O)CN1C(=O)NC(C)(C)C1=O (stereo unspecified),-7,2.7,3,-0.1
COCCCNC(=O)CCn1nc(-c2ccc(C)cc2)ccc1=O,8,0.6,4,-0.1
O=C(/C=C1\SC(=O)NC1=O)Nc1nccs1,-8,-2.8,1,-0.1
O=C(NC1CCc2ccccc21)c1ccc(OC2CCN(C(=O)c3cccnc3)CC2)cc1 (stereo unspecified),5,-0.4,-6,-0.1
O=C(COc1ccc(Cl)cc1Cl)Nc1cccc(F)c1,6,-0.5,-32,0.0
O=C(Nc1c2c(nn1-c1ccc(Cl)cc1)CS(=O)(=O)C2)c1cc(Br)ccc1Cl,-6,1.2,2,0.1
Cc1nnc(SCC(=O)NC(C)c2ccccc2)s1 (stereo unspecified),-13,-1.0,-1,0.0
Cc1cc(S(=O)(=O)N2CCN(S(=O)(=O)c3ccc(Cl)c(C)c3)CC2)ccc1Cl,0,-0.1,2,-0.1
Cc1c(S(=O)(=O)Nc2ccc(Oc3ccccc3)cc2)c(=O)n(C)c(=O)n1C,-1,-1.8,5,-0.4
COc1cccc2cc(C(=O)Nc3ccccc3SC)oc12,-5,1.7,-10,0.0
COC(=O)COc1cc2c(C(=O)OC)c(C)oc2cc1Br,4,-0.2,1,-0.1
CC(C)C(CO)Nc1nccn2c(-c3ccc4ccccc4c3)cnc12 (stereo unspecified),7,-0.6,3,0.2
CCOC(=O)C(CC)Oc1ccc2c(=O)c(Oc3cc(C)c(Cl)c(C)c3)coc2c1 (stereo unspecified),5,1.1,-1,0.2
COc1ccc(OC)c(/C=N/NC(=O)CCC(=O)Nc2cccc(Br)c2)c1,-19,-0.1,8,0.2
CN(C)S(=O)(=O)N1CCC(c2nc3ccccc3[nH]2)CC1,-3,1.5,1,0.1
Fc1ccc(CNCc2cn3c(-c4ccc(Br)cc4)nnc3s2)cc1,9,-1.4,7,0.7
C=CCOc1ccc(/C(O)=C2/C(=O)C(=O)N(CCN(C)C)C2c2ccc(C(C)C)cc2)c(C)c1 (stereo unspecified),-7,-0.4,-2,0.5
CCn1cc(CN2CCC(Oc3ccc(C(=O)N4CCCCC4)cc3)CC2)c(C)n1,17,-0.2,0,0.1
COc1ccc(CCNc2nc(-c3cccc(C(C)=O)c3)nc3c2ncn3C(C)C)cc1,-10,1.5,-2,0.1
C=CCSc1ncccc1C(=O)NCc1ccc(F)cc1,-5,-0.2,4,0.1

# By substructure, the entries above with a CF3 group (2)
SMILES,MITF primary,GPR151 activ,TEAD-YAP block,FBW7 act
Nc1cc(N)nc(SCc2cccc(C(F)(F)F)c2)n1,-4,0.4,-5,-0.3
CNS(=O)(=O)c1ccc(Cl)c(C(F)(F)F)c1,4,-1.2,0,0.6

# Continuation:
SMILES,MITF primary,GPR151 activ,TEAD-YAP block,FBW7 act
N#C/C(=C\c1ccc([N+](=O)[O-])o1)C(=O)NCc1ccco1,31,1.3,10,-0.1
Cc1ccc2nc(N3CCC(NC4(c5ccccc5)CC4)CC3)nc(C)c2c1,-16,0.9,-6,0.3
COc1ccc(OC)c(CN2CCN(C(=O)c3cccnc3)CC2)c1,59*,-1.5,-5,0.7
CN1CCN(c2nc3c(c(=O)n(C)c(=O)n3C)n2CC(N)=O)CC1,10,1.1,5,0.2
Cc1ccc(C)c(S(=O)(=O)N2CCN(S(=O)(=O)c3cc(C)ccc3C)C(C)C2)c1 (stereo unspecified),-4,0.4,9,0.1
COc1cccc(CN(CCCN(C)C)C(=O)Nc2ccc(-c3cn[nH]c3)cc2)c1,62*,-0.6,1,0.1
O=C(CN1C(=O)COc2ccc(Cl)cc21)NC12CC3CC(CC(C3)C1)C2,6&-25,-1.7&-0.1,0&3,0.1&-0.1
c1cncc(-c2nc3c4ccccc4nc(NCCCN4CCOCC4)n3n2)c1,-3,0.7,3,-0.4
CCSCCOC(=O)C1=C(C)NC(=O)NC1c1cc(OC)c(OC)c(OC)c1 (stereo unspecified),-7,-0.2,-3,-0.2
CCCC(=O)Nc1c2c(nn1C(C)(C)C)CSC2,11,-0.1,9,0.2
CCN(CC)C(=O)Cn1cnc2sc(C(=O)Nc3cccc([N+](=O)[O-])c3)c(C)c2c1=O,-18,1.2,5,-0.2
CC(=O)n1cc(/C=C2\Sc3ccccc3C2=O)c(-c2ccccc2)n1,6,-0.6,-9,0.2
CC(=O)Nc1ccc(C(=O)OCc2ccc(Cl)c(Cl)c2)cc1,-6,2.6,-8,-0.3
Nc1c(Cl)cc(-n2c(-c3ccccc3)n[nH]c2=S)cc1Cl,-1,5.5*,5,-0.1
c1nc(N2CCOCC2)nc(N2CCOCC2)n1,3,4.0,4,-0.1
Cc1ccc(Cn2c(SCCC(=O)O)nc3c2c(=O)n(C)c(=O)n3C)cc1,0,2.6,9,0.2
Cc1cccc(CN2CCN(CC(=O)NCc3ccc(F)cc3)C2=O)c1,-2,0.0,12,0.0
COc1ccccc1NC(=O)CN1C(=O)NC(C)(C)C1=O,3,1.1,-6,0.1
Cc1ccc(C(=O)CSc2nnc3cc(C)c4ccccc4n23)s1,15,-1.4,5,0.0
COC(=O)c1ccc(CSc2ncnc3c2nnn3-c2ccc(OC)cc2)o1,0,-0.9,13,-0.1

# Taken from above:
# Value of `O=C(NCC1Cc2c(F)ccc(-c3ncccn3)c2O1)c1cnn(-c2ccccc2)c1` (stereo unspecified) under GPR151 activ: 0.2
# Value of `c1nc(N2CCOCC2)nc(N2CCOCC2)n1` under TEAD-YAP block: 4

# Next part.
SMILES,MITF primary,GPR151 activ,TEAD-YAP block,FBW7 act
COc1ccc(CCN2CC34C=CC(O3)C(C(=O)NC3CCCC3)C4C2=O)cc1OC (stereo unspecified),2,2.6,13,-0.1
CCCCCCOc1ccc(OC(=O)/C=C/c2ccc(-c3ccccc3)cc2)cc1,2,-2.0,-3,0.5
Cc1ccccc1CC1(CO)CCCN(C(=O)Cc2cnc3ncnn3c2)C1 (stereo unspecified),3,0.1,3,0.0
CCC1(C)NC(=O)N(CC(=O)Nc2ccc(C(C)=O)cc2)C1=O (stereo unspecified),3,-0.3,13,0.0
CSc1ccccc1NC(=O)CN(C)C(=O)COc1ccc(C(=O)c2ccccc2)cc1,-14,4.9,7,-0.1
COc1ccc(CCN2CC(O)=C(c3nc(C)cs3)C2=N)cc1OC,-8,-0.2,2,-0.1
O=C(Nc1nc2c(ncn2C2OC(CO)C(O)C2O)c(=O)[nH]1)C(Cc1ccccc1)N1C(=O)c2ccccc2C1=O (stereo unspecified),1,0.1,-3,-0.1
Cc1ccc(CSc2nnc3c(n2)OC(c2cccc(O)c2)Nc2ccccc2-3)cc1 (stereo unspecified),23,0.5,-14,0.2
Cc1ccc(Nc2sc(C(=O)c3ccccc3)c(N)c2C(N)=O)cc1,8,-0.3,2,-0.3
Cn1c(Cc2ccccc2)nnc1SCC(=O)c1cccs1,-2,1.4,-13,-0.1
CCCOc1ccc(C(N)=O)cc1OC,21,5.6*,4,0.1
OCCCNc1ncnc2c1nnn2Cc1ccccc1F,6,0.4,1,-0.1
Nc1ccc(S(=O)(=O)Nc2cccc3cccnc23)cc1,-6,0.3,4,-0.1
COc1ccc(CCn2nnnc2CN2CCN(c3ccccc3)CC2)cc1OC,5,1.1,5,-0.1
CCn1c(Sc2ccc(C=O)cc2[N+](=O)[O-])nnc1-c1ccccc1,11,-0.1,17,0.0
Cc1ccc(Cl)c(NC(=O)Cn2c(N)nc(C#N)c2C#N)c1,-2,-1.0,-2,-0.3
COc1ccc(-c2noc(-c3cc4ccccc4oc3=O)n2)cc1,14,0.2,1,0.2
CC1(C)CC(CC(=O)N2CCOCC2)(c2ccccc2)CCO1 (stereo unspecified),6,0.5,4,0.1
O=C(NNC(=O)C(Cc1c[nH]c2ccccc12)NC(=O)c1cccs1)Nc1ccccc1 (stereo unspecified),-3,-1.5,2,-0.1
COc1ccc(C2NC(=S)NC3=C2C(=O)CC(C)(C)C3)cc1 (stereo unspecified),16,-1.4,1,0.2
COc1cccc(/C=N/NC(=O)CSc2cc(C)nc3c(C)cccc23)c1O,8,1.1,32*,-0.5
Nc1c(C(=O)NCCN2CCCC2)nnn1-c1cccc(C(F)(F)F)c1,2,-1.3,-1,0.0
Cc1cccc(N(CC(=O)NC2CCCCC2)C(=O)CCCC(=O)Nc2ccccn2)c1,-24,0.2,-1,0.0
COc1ccc(/C=C\c2[nH]c(=O)[nH]c(=O)c2[N+](=O)[O-])c2ccccc12,-2,0.5,8,-0.1
CC1=C(C(=O)OC(C)C)C(c2ccc(N(C)C)cc2)NC(=O)N1C (stereo unspecified),7,-0.3,-23,0.0
CC(=O)c1c(C)[nH]c(C(=O)N2CCN(c3ccc(Cl)cc3)CC2)c1C,9,5.2*,12,0.2
Cc1ncoc1C(=O)N1CCCC(C(=O)Nc2cccc(-c3cc4ccccc4[nH]3)c2)C1 (stereo unspecified),12,1.3,0,-0.1
COc1ccccc1NCc1c(CO)cnc(C)c1O,4,-0.4,-3,0.7
CSc1ccc(C2C3C(=O)N(c4ccccc4)C(=O)C3ON2c2ccccc2)cc1 (stereo unspecified),19,-2.1,-12,0.6
CC1CCN(C(=O)Cn2c(=O)oc3cc(S(=O)(=O)NCc4ccccc4)ccc32)CC1,0,-0.9,13,0.8
Cc1ccccc1Cc1c(C)nc2c(C(=O)NC3CCCC3)cnn2c1C,4,-0.6,-1,0.0
O=C(Cn1nc(Cc2cccnc2)c2ccccc2c1=O)N1CCCCCC1,-1,-0.5,4,0.0
NC(=O)/C(=C\c1ccccc1)NC(=O)c1ccc(Br)o1,-1,0.7,-9,0.1

# Record cards, from the list above:
# Listed for `CC1CCN(C(=O)Cn2c(=O)oc3cc(S(=O)(=O)NCc4ccccc4)ccc32)CC1` : MITF primary: 0; GPR151 activ: -0.9; TEAD-YAP block: 13; FBW7 act: 0.8
# Listed for `CC1=C(C(=O)OC(C)C)C(c2ccc(N(C)C)cc2)NC(=O)N1C` (stereo unspecified) : MITF primary: 7; GPR151 activ: -0.3; TEAD-YAP block: -23; FBW7 act: 0.0

# Compounds were not picked by outcome; any-hit rate near 3.5%.
